# High-throughput results from PubChem BioAssay.
# ARNT-TACC3 inh: disruptors of ARNT/TACC3 protein interaction, primary screen, biochemical, AlphaScreen, single concentration. AlphaScreen His-ARNT PAS-B/GST-TACC3 binding, luminescence; TACC3 fragment carries E629A point mutation. Transforming acidic coiled-coil-containing protein 3 (Homo sapiens), Q9Y6A5. AID 623870, 2012. hit rate 0.66% among 390,000. inhibition, % at 9.99 µM;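 active = mean inhibition of replicates at least 50% and at least half of replicates each reaching 50%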;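 also: 0% = complete ARNT plus TACC3 wells and 100% = ARNT alone without TACC3; many hits fall short of the cut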
# esBAF inh: Bmi1 luciferase reporter increase in mESCs, primary screen, esBAF inhibitor project, mouse ES cells, Bmi1 luciferase knock-in, single point; hit rate 2% among 350,000; reporter increase, % at 12.5 µM; 24 h; 100% = twice the neutral-well signal; AID 602393, 2012; in the data active = activation above about 40%;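 also: 0% = median of the plate's neutral control wells and 100% = double that signal; a rise in the Bmi1 reporter signal indicates esBAF inhibition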
# RAD54 branch: inhibitors of human RAD54 branch migration, primary screen, biochemical, fluorescence, single point | DNA repair and recombination protein RAD54-like (Homo sapiens), Q92698 | RAD54 Holliday junction branch migration, FAM/BHQ fluorescence | inhibition, % at 10.4 µM | hit rate 0.14% among 360,000 | AID 602329, 2012;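 active = mean normalized replicate activity at least 40 and at least half of replicates scoring 40 or more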;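 also: 0% = median of neutral control wells and 100% = median of positive control wells; inhibitors cause a drop in the FAM fluorescence signal; in these data hits start at about 50%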
# F508del corr: F508del CFTR correction, initial screen, CFBE line, single point; CFBE cells, YFP halide quenching; stimulated with forskolin plus potentiator P3; % fluorescence drop versus neutral controls; activity (quench increase), % at 7.58 µM; hit rate 0.36% among 350,000; AID 720511, 2013;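 active = mean added fluorescence quench of at least 8% versus neutral control, with both replicates also reaching 8%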;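 also: cells transiently co-express mutant CFTR-F508del with the halide-sensitive YFP; corrector assay measuring rescue of mutant channel to the surface after 24 h compound exposure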
# XiGFP reactiv: activators of inactive X chromosome reactivation, primary screen, imaging, XiGFP fibroblasts, GFP high-content imaging, set 2. XiGFP mouse fibroblasts, % GFP-positive cells imaging, 3 d; cells co-treated with 5-aza-dC sensitizer; scaled so ellipticine positive control = 100%. activation, % at 7.58 µM. hit rate 0.055% among 360,000. AID 743238, 2013;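 active = mean normalized replicate activation at least 10% and every replicate at or above 10%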;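 also: 0% = median of on-plate neutral control wells and 100% = ellipticine 6 µM median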
#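 assay system = SV40-immortalized XiGFP fibroblast cells, line 68-5-11 | buffer or medium = DMEM plus 5-aza-dC sensitizer | doses = single-point pinned compound dosing | times = 3-day compound exposure, then 15 min fixation at room temperature | benchmarks = positive control ellipticine, 6 µM final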
# ERAP1 HTS inh: human ERAP1 aminopeptidase inhibitors, primary screen, biochemical, single point, plate reader; Endoplasmic reticulum aminopeptidase 1 (Homo sapiens), Q9NZ08; recombinant ERAP1, Leu-AMC fluorescence, 60 min; inhibition, % at 10.7 µM; hit rate 0.15% among 340,000; AID 652197, 2013;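 active = mean replicate inhibition of at least 30%, or all replicates individually reaching that 30% level; inactive = mean below 30% and not every replicate reaching it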;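 also: 0% = neutral control wells and 100% = L-leucinethiol positive control wells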
# Target sequence (Q9NZ08 whole entry, looked up): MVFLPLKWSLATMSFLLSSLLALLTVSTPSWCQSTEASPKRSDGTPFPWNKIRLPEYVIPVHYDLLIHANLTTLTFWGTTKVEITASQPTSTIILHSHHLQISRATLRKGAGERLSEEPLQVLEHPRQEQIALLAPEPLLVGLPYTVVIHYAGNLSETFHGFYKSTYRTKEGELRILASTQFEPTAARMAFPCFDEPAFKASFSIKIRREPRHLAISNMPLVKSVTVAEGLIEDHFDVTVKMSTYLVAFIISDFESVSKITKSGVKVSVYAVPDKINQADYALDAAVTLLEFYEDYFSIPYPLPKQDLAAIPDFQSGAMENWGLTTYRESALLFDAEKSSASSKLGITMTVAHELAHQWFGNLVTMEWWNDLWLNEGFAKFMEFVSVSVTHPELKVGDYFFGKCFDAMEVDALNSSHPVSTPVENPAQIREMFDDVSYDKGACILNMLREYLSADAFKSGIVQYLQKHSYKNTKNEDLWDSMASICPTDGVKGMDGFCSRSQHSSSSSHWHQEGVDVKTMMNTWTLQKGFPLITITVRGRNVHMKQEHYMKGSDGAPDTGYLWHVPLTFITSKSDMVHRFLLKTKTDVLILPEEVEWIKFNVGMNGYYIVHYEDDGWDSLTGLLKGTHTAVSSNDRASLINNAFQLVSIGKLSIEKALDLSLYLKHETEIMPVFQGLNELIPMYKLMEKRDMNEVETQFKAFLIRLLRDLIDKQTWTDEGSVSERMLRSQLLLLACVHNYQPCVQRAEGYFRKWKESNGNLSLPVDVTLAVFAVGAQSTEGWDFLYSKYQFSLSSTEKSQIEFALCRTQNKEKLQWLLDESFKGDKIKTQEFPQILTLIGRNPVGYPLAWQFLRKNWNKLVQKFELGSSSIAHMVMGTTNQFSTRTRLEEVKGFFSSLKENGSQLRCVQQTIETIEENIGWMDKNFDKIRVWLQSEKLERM
# RAD52 anneal inh: RAD52 DNA annealing inhibitors, primary screen, biochemical, FRET, single point, set 2. recombinant RAD52 DNA annealing, FRET fluorescence. inhibition, % at 18.7 µM. hit rate 0.46% among 360,000. AID 651710, 2012;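 active = every replicate showing at least 50% inhibition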
# INS-1E GSIS act: GLuc luminescence reporter in INS-1E cells, primary screen for activators of glucose-dependent secretion of insulin. hit rate 0.61% among 370,000. activation, % at 16.6 µM. INS-1E GLuc reporter insulin secretion, 2-3 h;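 active = lowest replicate activation of at least 40%, so every replicate reaches that level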;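 also: 0% = median of neutral control wells and 100% = median of IBMX positive control wells; some compounds called inactive have numbers as strong as hits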
# An asterisk follows results filed as active; x = not tested or not shown.
SMILES,ARNT-TACC3 inh,esBAF inh,RAD54 branch,F508del corr,XiGFP reactiv,ERAP1 HTS inh,RAD52 anneal inh,INS-1E GSIS act
Cc1ccc(S(=O)(=O)Nc2ccc3c(c2)C(=O)N([C@@H](C)CO)C[C@@H](C)[C@H](CN(C)CC2CCCCC2)OCCCC[C@@H](C)O3)cc1,-3,0,9,-0.5,0.5,-3,47,-5
COCCNc1oc(-c2ccccc2Cl)nc1C#N,2,55*,-7,2.8,0.3,-1,-43,15
C[C@@H]1CN([C@H](C)CO)S(=O)(=O)c2ccc(C#CCN(C)C)cc2O[C@@H]1CN(C)Cc1ccccc1,-1,-5,-9,2.2,0.4,5,3,8
CCNC(=O)COC(=O)c1cc(-c2ccco2)nc2ccccc12,1,-2,-6,-1.5,-0.1,5,-46,5
COc1cc(O)c(C(CCN2CCCCC2)c2cc(OC)c(OC)c(OC)c2)c(OC)c1 (configuration not stated),3,-2,3,-0.5,0.3,1,-2,-27
Cc1ccc(C)c(CN2CCCN(C(=O)Cn3ncc4c3-c3ccccc3OC4)C2)c1,-7,-5,-16,2.1,0.3,1,-4,-24
Cc1nc(S(=O)(=O)N2CCN(Cc3cccc(OCCO)c3)CC2)cn1C,-1,x,-10,2.3,x,-4,16,x
O=S(=O)(Nc1ccc(Cc2ccncc2)cc1)c1ccc(Cl)cc1,-2,9,x,-0.5,0.0,1,-7,-9
O=c1cc(C23CC4CC(CC(C4)C2)C3)[nH][nH]1,-3,-1,1,-1.5,x,1,-12,-8
CC(C)C[C@H]1CN(CCCC[C@H]2CNC(=O)C(=O)N2CC2CCCCC2)C(=O)C(=O)N1CCc1ccccc1,x,x,x,2.1,0.0,0,-3,-11

# Full records, quoted from the list. Order of screens: ARNT-TACC3 inh, esBAF inh, RAD54 branch, F508del corr, XiGFP reactiv, ERAP1 HTS inh, RAD52 anneal inh, INS-1E GSIS act
# CC(C)C[C@H]1CN(CCCC[C@H]2CNC(=O)C(=O)N2CC2CCCCC2)C(=O)C(=O)N1CCc1ccccc1 in the list: x, x, x, 2.1, 0.0, 0, -3, -11
# COCCNc1oc(-c2ccccc2Cl)nc1C#N in the list: 2, 55*, -7, 2.8, 0.3, -1, -43, 15
# COc1cc(O)c(C(CCN2CCCCC2)c2cc(OC)c(OC)c(OC)c2)c(OC)c1 (configuration not stated) in the list: 3, -2, 3, -0.5, 0.3, 1, -2, -27
# Cc1ccc(C)c(CN2CCCN(C(=O)Cn3ncc4c3-c3ccccc3OC4)C2)c1 in the list: -7, -5, -16, 2.1, 0.3, 1, -4, -24
# Cc1nc(S(=O)(=O)N2CCN(Cc3cccc(OCCO)c3)CC2)cn1C in the list: -1, x, -10, 2.3, x, -4, 16, x

# The list goes on:
SMILES,ARNT-TACC3 inh,esBAF inh,RAD54 branch,F508del corr,XiGFP reactiv,ERAP1 HTS inh,RAD52 anneal inh,INS-1E GSIS act
CCC(C)Nc1ncnc2c1cnn2Cc1ccc(Cl)cc1 (configuration not stated),13,-3,-8,1.8,0.0,2,-7,-10
CCC(NS(=O)(=O)c1ccc(C)cc1)C(=O)N1CCOCCOCCOCC1 (configuration not stated),3,4,-11,-0.1,0.0,-1,-17,6
N#C[C@H]1[C@H](c2ccccc2-c2ccccc2F)[C@H](CO)N1C(=O)C1CCOCC1,x,x,x,0.3,0.1,2,-6,-1
Cc1onc(-c2ccccc2)c1-c1nnc(CN2CCN(S(=O)(=O)c3ccccc3F)CC2)o1,-2,-13,1,2.4,0.0,1,-22,x
COc1ccc(-c2[nH]c(-c3cc(OC)c4c(c3)OCO4)nc2-c2ccccc2)cc1,-1,x,-8,x,0.1,-1,-9,21
Cc1cc(C)cc(OCC(=O)Nc2cnn(CCCC(=O)O)c2)c1,-29,x,-6,0.4,0.0,-1,-9,4
Cc1nc(-c2ccc(C(=O)Nc3ccccc3F)cc2)cs1,4,-82,x,2.7,0.5,-7,-8,-8
CCCCCC(=O)N1CC2(CC(c3cccc(NC(=O)c4ccccc4)c3)=NO2)C[C@@H]1C(N)=O (some centres not stated),-4,x,-1,-3.1,-0.1,1,-14,7
CCCNC(=O)C[C@H]1C[C@H]2c3cc(NS(=O)(=O)c4ccc(F)cc4)ccc3O[C@H]2[C@H](CO)O1,-3,11,8,2.3,0.0,-1,-11,0
CNC(=O)C[C@H]1CC[C@H]2[C@@H](COc3ccc(NC(=O)C4CC4)cc3C(=O)N2C)O1,-6,0,-3,2.3,0.1,x,x,-6

# Arranged by SMILES length (smallest number first): part of the list above
SMILES,ARNT-TACC3 inh,esBAF inh,RAD54 branch,F508del corr,XiGFP reactiv,ERAP1 HTS inh,RAD52 anneal inh,INS-1E GSIS act
Cc1nc(-c2ccc(C(=O)Nc3ccccc3F)cc2)cs1,4,-82,x,2.7,0.5,-7,-8,-8
Cc1cc(C)cc(OCC(=O)Nc2cnn(CCCC(=O)O)c2)c1,-29,x,-6,0.4,0.0,-1,-9,4
CCC(NS(=O)(=O)c1ccc(C)cc1)C(=O)N1CCOCCOCCOCC1 (configuration not stated),3,4,-11,-0.1,0.0,-1,-17,6

# In a second layout: 2 of the compounds above
CCCCCC(=O)N1CC2(CC(c3cccc(NC(=O)c4ccccc4)c3)=NO2)C[C@@H]1C(N)=O (some centres not stated)
  ARNT-TACC3 inh: -4; esBAF inh: x; RAD54 branch: -1; F508del corr: -3.1; XiGFP reactiv: -0.1; ERAP1 HTS inh: 1; RAD52 anneal inh: -14; INS-1E GSIS act: 7

CCCNC(=O)C[C@H]1C[C@H]2c3cc(NS(=O)(=O)c4ccc(F)cc4)ccc3O[C@H]2[C@H](CO)O1
  ARNT-TACC3 inh: -3; esBAF inh: 11; RAD54 branch: 8; F508del corr: 2.3; XiGFP reactiv: 0.0; ERAP1 HTS inh: -1; RAD52 anneal inh: -11; INS-1E GSIS act: 0

# Next records follow.
SMILES,ARNT-TACC3 inh,esBAF inh,RAD54 branch,F508del corr,XiGFP reactiv,ERAP1 HTS inh,RAD52 anneal inh,INS-1E GSIS act
CCOC(=O)c1cnn(-c2ccccc2)c1N,-24,16,6,x,x,x,x,18
CO[C@@H]1CN(C)C(=O)c2cc(NC(=O)NC(C)C)ccc2OC[C@@H](C)N(C(=O)CC2CC2)C[C@@H]1C,12,1,3,1.7,-0.5,0,-4,3
CC(=O)N(C)C[C@H]1Oc2ncc(C#Cc3ccc(F)cc3)cc2C(=O)N([C@@H](C)CO)C[C@@H]1C,x,-2,x,1.8,-0.9,x,x,-12
Cc1ccc(NS(=O)(=O)c2ccc(NC(=O)C3CCCO3)cc2)cc1 (configuration not stated),-2,10,-8,x,x,x,x,-8
Cc1c(Cl)c([N+](=O)[O-])nn1CC(=O)NCc1cccs1,-5,x,-3,x,0.1,1,-3,26
Cc1cccc([C@@H]2C[C@H]3CN(Cc4cccc(Cl)c4)C(=O)[C@]34CCCN24)n1,x,2,5,x,0.1,x,x,-8
COC(=O)[C@]1(C)N[C@H](CN(C)S(=O)(=O)c2ccccc2)[C@@H]2C(=O)N(C)C(=O)[C@@H]21,-9,-7,-23,-2.7,-0.1,-5,1,x
O=C(Nc1ccccc1)Nc1ccc(-n2ccc(C(F)(F)F)n2)cc1,-1,26,-4,-0.2,0.0,-1,1,x
CN(Cc1ccccc1)Cc1nc2scc(-c3ccccc3)c2c(=O)[nH]1,-2,3,4,-3.8,0.0,1,-26,-18
O=S(=O)(c1ccc(Cl)cc1)c1cnc2ccccc2n1,-3,1,-1,1.1,0.1,6,-14,3
CCCc1cn(CC[C@H]2CC[C@@H](NC(=O)Nc3ccc4c(c3)OCO4)[C@H](CO)O2)nn1,-1,-1,-1,-0.4,0.0,-2,-1,-10
COCc1cc(C)[nH]c(=O)c1C(=O)NC12CC3CC(CC(C3)C1)C2,-2,x,x,2.2,-0.1,-2,-13,2
Cc1ccccc1NC(=O)CSc1nnc(CNC(=O)c2ccco2)n1C,7,3,-2,0.3,0.1,0,1,13
Cc1ccc(S(=O)(=O)NCC(C)n2nc(C)nc2C)cc1 (configuration not stated),-4,-1,-2,4.5,0.0,0,-1,2
COc1ccccc1NC(=O)N(C)C[C@H]1Oc2ncc(C#CC(C)C)cc2C(=O)N([C@@H](C)CO)C[C@@H]1C,-2,1,-5,1.3,-0.7,0,3,-8
O=C(NCCc1ccncc1)[C@@H]1N[C@@H]2c3ccc(/C=C/c4ccccc4)c(=O)n3C[C@@H]2[C@H]1CO,-5,9,2,x,0.0,-66,-28,1
CCC(=O)c1ccc(OCC(O)CN2C(=O)NC(C)(C)C2=O)cc1 (configuration not stated),x,1,1,-0.4,0.2,-2,-23,13
Cc1cc(C)cc(NC(=O)C(OC(=O)c2cccs2)c2ccccc2)c1 (configuration not stated),-9,-6,1,-2.2,0.0,1,-17,-5
CCN1CCN(CCNC(=O)c2ccc(CS(=O)c3ccc(Cl)cc3)o2)CC1 (configuration not stated),-7,-10,5,0.9,0.2,-6,-13,-1
CC(=O)n1cc([C@H]2C=C(C(=O)N3CCCCCCC3)O[C@@H](OCc3ccc(CO)cc3)C2)c2ccccc21,0,x,-3,-0.9,x,0,-88,x
Cc1noc(C)c1S(=O)(=O)Nc1ccc2c(c1)C(=O)N([C@@H](C)CO)C[C@@H](C)[C@H](CN(C)C(=O)CCC(F)(F)F)OCCCC[C@@H](C)O2,-13,6,3,0.1,0.0,1,3,6
C[C@@H]1CN(C(=O)c2nc3ccc(Cl)cn3c2CN2CCc3sccc3C2)C[C@H](C)O1,1,x,-4,0.2,0.0,0,-24,8
CC(=O)c1ccc(N2CCN(C(=S)Nc3ccccc3F)CC2)cc1,-2,x,x,-1.4,0.0,-1,-11,-4
C[C@H](CO)N1C[C@H](C)[C@H](CN(C)Cc2ccc(F)cc2)Oc2cc(C#CCN(C)C)ccc2S1(=O)=O,1,0,-16,-0.5,0.1,4,8,1
